From PubChem
Gal4-VP16 FLuc: counter-screen for ROR gamma inhibitors: Gal4-VP16 reporter; Potency, µM (highest dose often 53.6 µM), inactives show at the top dose activity, negative = inhibition, most hits filed as inhibitors; Drosophila S2 Gal4-VP16 UAS-luciferase, luminescence, 20 h; 310,000 compounds, 3.5% hits; AID 2546;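 further: Gal4-VP16 expression switched on by copper sulfate through the metallothionein promoter; potency means the concentration at half of the fitted maximal effect; on the % scale 0 is the no-effect control and ±100 the full control effect; nearly all actives have a fitted effect of over 50% in size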
BRCA1 expr act: BRCA1 expression activation; MCF7-BRCA1-FFLuc reporter, luminescence, 48 h; response scale: scaled: vehicle 0%, 10 µM genistein 100%; Potency, µM (doses to about 46.1 µM), for the others: at the highest dose activation, hits mostly activators; 380,000 compounds, 1.1% hits; AID 624202; further: potency means the concentration at half of the fitted maximal effect; nearly all actives have a fitted effect of over 80% in size; some results filed as inactive show a strong effect at the top dose
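Using MCF7 cells harboring a BRCA1 firefly luciferase reporter, plated 2 h before compound pinning, the screen measured luminescence after 48 h incubation. Responses were normalized to DMSO and 10 microM genistein, then fitted for concentration-effect.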
TRPV1 ag: human TRPV1 agonism | Q8NER1 | TRPV1-expressing cells, Fluo-8 calcium influx, agonist mode | activation, % at 8.33 µM | 320,000 compounds, 0.19% hits; in the data active means activation above about 80%; inconclusive means between about 30% and that limit; further: 0% is about no effect
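Fluo-8 calcium influx in TRPV1-expressing cells, kinetic read (ex 480/em 520 nm). Compound added and read 3 min for agonist activity, followed by capsaicin at EC20 final and 2 min further read for enhancement.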
Rab9 promoter act: activates the Rab9 promoter; Huh7 Rab9 promoter-luciferase reporter, luminescence, 24 h; Potency, µM (series often up to 9.22 µM), for inactives: at the top dose activation, negative = inhibition, hits mostly activators; 320,000 compounds, 2.8% hits; AID 485297; further: potency means the concentration at half of the fitted maximal effect; % of control where 0% means no effect; nearly all actives have a fitted effect of over 60% in size
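Promoter activation is measured as luciferase luminescence in Huh7 cells stably transfected with a Rab9 promoter–luciferase construct, following 24 h compound exposure at 37 °C and 10 min reagent incubation at ambient temperature.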
NPC1 prom act: NPC1 promoter activation | Huh7 NPC1 promoter luciferase reporter, 24 h | Potency, µM (series often up to 9.22 µM), for the others: at the top dose activation, actives largely listed as activators | 320,000 compounds, 2.4% hits | AID 485313;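 further: potency means the concentration at half of the fitted maximal effect; % of control where 0% means no effect; nearly all actives have a fitted effect of over 60% in size; reporter is driven by a mutant NPC1 promoter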
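Stable NPC1-promoter luciferase Huh7 line; cpd (DMSO) 24 h, 37 °C, 5% CO2; Amplite luciferase reagent 10 min RT; luminescence readout. qHTS format.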
ELG1 repair inh: inhibitors of ELG1-dependent DNA repair in HEK293T cells. HEK293T ELG1-luciferase reporter, luminescence, 16 h; DNA damage induced by 5-fluorouridine. Potency, µM (titrated, usually from 46.1 µM), for the others: top-dose activity change, negative = inhibition, usual class: inhibitors. 330,000 compounds, 2.3% hits. AID 504467; further: potency means the concentration at half of the fitted maximal effect; on the % scale 0 is the no-effect control and ±100 the full control effect; nearly all actives have a fitted effect of over 55% in size
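Overnight (16 hr) co-exposure of 2,000 cells/well to 5-fluorouridine and compound at 37 °C preceded detection. Luciferase was quantified via ONE-Glo luminescence; loss of signal denotes inhibition.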
p53 reactivation: restores transcriptional activity of mutant p53 | 320,000 compounds, 0.063% hits | H1299 p53-A138V BP100-luciferase reporter, luminescence, 24 h | Potency, µM (top dose mostly 92.2 µM), inactives show top-dose activity change, positive = activation, actives largely listed as activators; further: potency means the concentration at half of the fitted maximal effect; % of control where 0% means no effect; nearly all actives have a fitted effect of over 45% in size
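p53-null H1299 cells stably carrying temperature-sensitive p53-A138V and a BP100-luciferase reporter were pinned with compounds (4-point, 1:5 series) and held 24 hrs at 37 deg C. Luminescence was read 10 min after detection reagent.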
FLuc modulator: firefly luciferase modulation, counter-screen for miR-21 project; purified FLuc, Km substrates, luminescence inhibition; Potency, µM (series often up to 57.5 µM), for the others: top-dose activity change, negative = inhibition, hits mostly inhibitors; 360,000 compounds, 6.9% hits;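 further: potency means the concentration at half of the fitted maximal effect; plate controls were vehicle for no effect and reference inhibitor for full effect; nearly all actives have a fitted effect of over 55% in size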
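Purified P. pyralis luciferase (10nM final) with 10uM D-luciferin and 10uM ATP (Km levels) in 50mM Tris acetate pH 7.5, 10mM Mg acetate, 0.01% Tween-20, 0.05% BSA; qHTS 6-point titration, ~60 µM downward; luminescence read.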
ELG1 genotoxic: genotoxicity induction in ELG1-luciferase HEK293T cells | HEK293T ELG1-luciferase reporter, luminescence, 16 h | Potency, µM (doses to about 46 µM), for inactives: top-dose activity change, positive = activation, hits mostly activators | 330,000 compounds, 1.3% hits; further: potency means the concentration at half of the fitted maximal effect; % of control where 0% means no effect; nearly all actives have a fitted effect of over 60% in size
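Genotoxicity was scored as increased ELG1-luciferase reporter signal, measured by ONE-Glo luminescence (30 min, room temperature). Compound or vehicle exposure of the HEK293T reporter cells lasted 16 hr at 37°C.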
Tb PFK block: inhibitors of T. brucei phosphofructokinase. O15648. AID 485367. Potency, µM (titrated, usually from 57.5 µM), for inactives: at the top dose activity, negative = inhibition, actives largely listed as inhibitors. 330,000 compounds, 0.17% hits. T. brucei PFK, ADP-Glo luminescence;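 further: potency means the concentration at half of the fitted maximal effect; 0% = uninhibited 1x PFK enzyme wells and -100% = no-enzyme wells; nearly all actives have a fitted effect of over 60% in size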
Target sequence (O15648 whole entry, looked up): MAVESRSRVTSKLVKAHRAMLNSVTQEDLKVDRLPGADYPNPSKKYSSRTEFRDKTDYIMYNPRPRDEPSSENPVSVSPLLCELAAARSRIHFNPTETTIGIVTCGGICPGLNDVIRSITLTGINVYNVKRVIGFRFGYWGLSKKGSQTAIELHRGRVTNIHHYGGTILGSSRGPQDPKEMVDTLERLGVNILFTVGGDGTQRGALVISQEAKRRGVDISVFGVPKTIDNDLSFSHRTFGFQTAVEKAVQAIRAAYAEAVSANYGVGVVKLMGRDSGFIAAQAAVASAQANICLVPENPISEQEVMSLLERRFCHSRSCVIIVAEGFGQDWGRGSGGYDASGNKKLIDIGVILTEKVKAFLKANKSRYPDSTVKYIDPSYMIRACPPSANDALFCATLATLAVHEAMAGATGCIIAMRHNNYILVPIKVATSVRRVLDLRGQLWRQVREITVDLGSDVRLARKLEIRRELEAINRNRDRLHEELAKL
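Activity is normalized to no-enzyme wells (full inhibition) and 1.25 nM enzyme wells (no inhibition). Reaction: 0.5 mM F6P, 0.1 mM ATP, 45 min RT, ADP-Glo luminescence; concentration-response curves fitted and classed by quality.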
RORgamma inh: inhibitors of mouse ROR gamma transcriptional activity; P51450; Drosophila S2 Gal4-RORgamma UAS-luciferase reporter, 20 h; Potency, µM (series often up to 53.6 µM), without a hit: top-dose activity change, negative = inhibition, most hits filed as inhibitors; 310,000 compounds, 5.4% hits; AID 2551; further: potency means the concentration at half of the fitted maximal effect; on the % scale 0 is the no-effect control and ±100 the full control effect; nearly all actives have a fitted effect of over 60% in size
Target sequence (P51450 whole entry, looked up, the tested form may be a part): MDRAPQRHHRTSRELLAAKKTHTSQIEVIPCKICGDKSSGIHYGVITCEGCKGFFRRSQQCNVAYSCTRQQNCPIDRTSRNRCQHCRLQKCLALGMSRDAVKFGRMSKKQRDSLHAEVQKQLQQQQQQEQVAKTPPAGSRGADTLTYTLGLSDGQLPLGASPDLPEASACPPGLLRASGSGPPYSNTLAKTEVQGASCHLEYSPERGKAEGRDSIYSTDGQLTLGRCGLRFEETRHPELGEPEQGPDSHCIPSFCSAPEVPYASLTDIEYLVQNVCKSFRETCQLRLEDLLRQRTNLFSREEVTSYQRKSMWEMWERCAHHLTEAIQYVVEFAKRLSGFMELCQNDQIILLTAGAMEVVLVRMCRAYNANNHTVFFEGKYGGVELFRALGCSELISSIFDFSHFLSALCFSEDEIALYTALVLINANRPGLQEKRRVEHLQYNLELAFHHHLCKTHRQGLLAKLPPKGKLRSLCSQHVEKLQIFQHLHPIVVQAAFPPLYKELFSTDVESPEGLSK
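A Gal4/UAS one-hybrid system in insect cells: metallothionein-promoter Gal4–ROR gamma fusion plus Photinus luciferase reporter. Copper sulfate 700 uM final, 20 hr ambient incubation, luminescent detection after 10 min with reagent.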
* = called active by the depositor; ? = inconclusive; / = not tested or not shown; & = joins results of further samples; [ ] = remark or other dose. Unless noted, the call rests on the fitted dose curve; in most records, active means well fitted curve in the direction sought with a large enough effect; inconclusive means small, poorly fitted or top-dose-only effect, or another doubt; inactive means no such curve, though single readings can be large; an effect the other way counts as inactive or inconclusive.

Values run as follows: p53 reactivation	BRCA1 expr act	TRPV1 ag	RORgamma inh	Gal4-VP16 FLuc	NPC1 prom act	Tb PFK block	ELG1 genotoxic	FLuc modulator	Rab9 promoter act	ELG1 repair inh
COc1ccc(-c2cc3ccc(OCC(=O)NCC4CCC(C(=O)O)CC4)cc3oc2=O)cc1 (centres undefined)
 : /	58%	1	?	?	3.2µM*	0%	?	0.95µM*	4.5µM*	?
COc1ccc(S(=O)(=O)Cc2ccc(C(=O)N3CCN(Cc4ccccc4)CC3)o2)cc1
 : 0%	5%	-3	0%	-12%	0%	0%	-16%	-1%	-3%	-17%
COc1ccc2c(CC(=O)OCC(=O)NC(=O)c3cccn3C)coc2c1
 : 25%	5%	3	-10%	1%	6%	5%	2%	1%	9%	12%
CCOc1ccc(-n2c(SCC(=O)Nc3ccccc3CC)nc3n[nH]c(C)c3c2=N)cc1
 : -1%	/	-10	1%	1%	-8%	-4%	2%	2%	1%	?
CC1(C)CC(=O)C2=C(C1)Nc1ccccc1NC2c1nc2ccccc2[nH]1 (centres undefined)
 : 5%	-13%	/	20%	9%	2%	0%	0%	-5%	1%	?
O=Cc1ccc(C(=O)OCC(=O)Nc2ccc(F)cc2F)cc1
 : 16%	-10%	0	-30%	-8%	-5%	-1%	-1%	-1%	-7%	15%
CC1CCN(S(=O)(=O)c2ccc3c(c2)N(CC(=O)NCCCN2CCCC(C)C2)C(=O)CS3)CC1 (centres undefined)
 : -10%	3%	3	0%	-11%	2%	0%	-2%	4%&0%	-4%	?
O=C(Nc1ccc(OC(F)F)cc1)c1ccccn1
 : 1%	33%	15	-10%	-1%[10 µM]	-1%	0%	9%	-8%	1%	30%
CC(=O)Oc1ccc2c(C)c(CC(=O)N3CCN(C(=O)C4COc5ccccc5O4)CC3)c(=O)oc2c1C (centres undefined)
 : 9%	-19%	1	24%	-6%	-1%	-16%	-7%	-4%	6%	?
Cc1ccc2nc(-c3ccc(O)c(O)c3)cn2c1
 : -5%	-64%[inhibitor]	1	4%[1.91 µM]	?	?	?	?	3.4µM*	8%	?
CCCc1cc(=O)[nH]c(SCC(=O)NC(=O)c2ccccc2)n1
 : -3%	2%	-1	-39%	0%	-2%	4%	-3%	6%	13%	-2%
COc1ccc(O)c(/C=N/NC(=O)CSc2nnc(C)n2-c2ccccc2)c1
 : -2%	-67%	-3	7.9µM*	-29%	-12%	-6%	5%	0%	-9%	?
COc1ccc2ccccc2c1/C=N/NC(=O)c1ccccc1F
 : /	2%	16	-25%	-1%	2%	1%	0%	21µM*	-2%	6%
C(=N\N(c1ccccc1)c1ccccc1)/c1ccccn1
 : 1%	-26%	?	25%	6%	2%	-2%	-5%	7%	-7%	3%
CCCN1CCN(C(=O)Cn2c(=O)oc3cc(S(=O)(=O)NCc4ccccc4)ccc32)CC1
 : 1%	4%	-1	-2%	-1%	1%	6%	2%	3%	-3%	2%
Cc1ccccc1C(=O)NCCCNC(=O)c1ccccn1
 : 2%	-2%	0	-2%	3%	-2%	0%	0%	2%	4%	7%
O=C(NC1C(=O)NNC1c1ccccc1)c1ccc(F)cc1 (centres undefined)
 : 8%	-6%	?	12%	-11%	1%	-8%	8%	-1%	11%	30%
CN(Cc1nc2ccccc2c(=O)[nH]1)C(=O)c1ccc(S(=O)(=O)N2CCCC2)cc1
 : -2%	2%	-1	/	/	-2%	5%	0%	1%	-1%	10%
O=C(CSc1nnc(SCc2ccc(Cl)cc2)s1)c1ccc2c(c1)OCO2
 : 11%	24%	0	-6%	-1%	-3%	5%	2%	?	-8%	12%
CC(Sc1nncn1C)C(=O)NCCC1=CCCCC1 (centres undefined)
 : -3%	-8%	/	/	/	/	4%	-1%	/	/	?
CCOC(=O)C1=CN(Cc2ccco2)S(=O)(=O)NC1c1ccc(Br)cc1F (centres undefined)
 : -8%	-2%	/	/	/	/	-3%	6%	/	/	1%
Cc1cc(OCC(=O)OCC(=O)NCc2ccco2)ccc1Cl
 : -3%	2%	11	/	/	-7%	-10%	-2%	6%	-3%	1%
O=C1CCC(C(=O)N2CCc3c(Cl)cccc3C2)CN1CCCN1CCOCC1 (centres undefined)
 : -2%	-6%	0	4%	1%	0%	-22%	0%	0%	-1%	0%
COc1ccc(/C=N/N2CCN(C3c4ccccc4-c4ccccc43)CC2)cc1O
 : 5%	-38%	1	27%	-13%	-3%	1%	3%	2%	-1%	-13%
CCOc1cc(C2CC(=O)c3c(ccc4ccccc34)N2)ccc1O (centres undefined)
 : -7%	-1%	14	2%	6%	-4%	-1%	-1%	0%	7%	11%
O=C(CN1c2cccc3cccc(c23)S1(=O)=O)NCc1ccc(Cl)cc1
 : -20%	3%	-2	/	/	-7%	-14%	-3%	/	7%	?
CCCN1C(=O)C(O)(c2c(C)[nH]c3ccccc23)c2ccccc21 (centres undefined)
 : -3%	-21%	0	1%	4%	-3%	-1%	-6%	-1%	1%	-10%
O=C(CSc1ccc2nnc(CCNC(=O)c3ccccc3)n2n1)Nc1ccccc1
 : 3%	-5%	-4	?	-1%	-3%	0%	2%	-2%	1%	14%
Cc1sc(N/N=C/c2cccs2)nc1-c1ccccc1
 : ?	-13%	1	7.1µM*	10µM*	18%	0%	?	11µM*	?	?
NC(=O)c1nsc(C(=O)N(Cc2ccccc2F)C(C(=O)NCC2CCCO2)c2ccc(F)cc2)c1N (centres undefined)
 : -6%	-23%	-7	?	-14%	-5%	-1%	-7%	-2%	0%	7%
COc1ccc(-c2csc3ncnc(N4CCN(CCO)CC4)c23)cc1
 : 0%	-14%	-3	-16%	15%	4%	0%	-4%	-1%	-7%	-27%
CNc1nc(C)cc(C)c1S(=O)(=O)c1ccc(C)cc1
 : 7%	-25%	/	9%	1%	-2%	0%	-3%	0%	-4%	-2%
Cn1c(N)c(C(=O)COC(=O)Cc2ccc(F)cc2)c(=O)n(C)c1=O
 : 5%	-2%	2	/	/	-2%	-9%	4%	1%	1%	0%
O=C(NCc1ccccc1CN1CCCC1)c1cccc(S(=O)(=O)Nc2ccc(F)cc2)c1
 : ?	-14%	3	/	/	-3%	4%	0%	-1%	-2%	3%
O=C(CCNC(=O)c1ccc(Cl)cc1)NCC(c1ccco1)N1CCCC1 (centres undefined)
 : -3%	0%	2	/	/	-4%	2%	1%	0%	-2%	7%
Cc1ccc(S(=O)(=O)N(CC(=O)NCC2CCCO2)Cc2ccc(F)cc2)cc1 (centres undefined)
 : -4%	5%	?	-20%	-7%	-1%	-5%	-10%	3%	-2%	0%
CCOC(=O)N1CCN(C(=O)c2ccc3c(=O)n(-c4ccccc4F)c(=S)[nH]c3c2)CC1
 : -1%	-4%	-2	-15%	10%	-3%	-5%	-4%	-1%	-6%	?
O=C(NCC1CCCO1)C1CCCN(S(=O)(=O)c2cc(Cl)ccc2Cl)C1 (centres undefined)
 : 9%	-10%	2	20%	4%	-3%	4%	-1%	-1%	13%	-5%
Cc1cc(C)n(-c2ccc(C(=O)OCC(=O)Nc3ccccc3[N+](=O)[O-])cc2)n1
 : -2%	0%	-4	0%	1%	1%	4%	2%	6%	-8%	1%
CCN(CC)S(=O)(=O)c1ccc(C)c(C(=O)Oc2cccc(-c3cnc4ccccc4n3)c2)c1
 : ?	59%	2	12%	-7%	?	-3%	15%	0%	?	?
CC(Oc1ccc(Cl)cc1)c1ccnn1S(=O)(=O)c1ccccc1 (centres undefined)
 : 2%	0%	?	12%	1%	-10%	0%	-2%	0%	2%	-10%
CC(=O)CSc1nnc(Cc2ccc([N+](=O)[O-])cc2)o1
 : 0%	1%	-3	22%	5%	-5%	?	3%	-1%	-6%	4%
CCCCCN1CC(O)=C(c2nc3ccccc3[nH]2)C1=N
 : 2%	65%	20	?	25%	26%	2%	?	-16%	?	?
Cc1ccc(-c2ocnc2C(=O)Nc2nc(C)cs2)cc1
 : /	-41%	10	21%[1.91 µM]	?	?	4%	13%	?	27%	?
CCN(CC)CCNc1oc(-c2ccccc2)nc1S(=O)(=O)c1ccccc1
 : -6%	-18%	/	/	/	/	-1%	1%	/	/	19%
O=C(COC(=O)CNC(=O)C1CCCCC1)Nc1ccccc1Cl
 : 5%	21%	-7	/	/	1%	7%	-2%	5%	-6%	?
NC(=O)C1CC(=O)N(c2ccc(OCC(=O)Nc3ccc(Cl)cc3)cc2)C1 (centres undefined)
 : -6%	-5%	-4	3%	0%	-6%	-6%	4%	-1%	-3%	-2%
